# DT40 TDP1 no CPT – qHTS for Inhibitors of human tyrosyl-DNA phosphodiesterase 1 (TDP1): qHTS in cells in absence of CPT; Potency, µM (doses to about 46.2 µM), inactives show top-dose activity change, negative = growth inhibition, usual class: inhibitors; 420,000 compounds, 15% hits; DT40 Tdp1-/- hTDP1 cells, no CPT, ATP luminescence, 48 h; note: nearly all actives have a fitted effect of over 55% in size
#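 Growth kinetics read by CellTiter-Glo luminescence after ≥48 hr at 37 °C. Cells: DT40 Tdp1-/- stably carrying human TDP1, 400 per well, compound exposure in the absence of CPT (DMSO vehicle).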
# TDP1 inh – qHTS Assay for Inhibitors of Tyrosyl-DNA Phosphodiesterase (TDP1); Tyrosyl-DNA phosphodiesterase 1 (Homo sapiens), Q9NUW8; recombinant TDP1, AlphaScreen DNA substrate cleavage; Potency, µM (top dose mostly 130 µM), inactives show at the highest dose activity change, negative = inhibition, usual class: inhibitors; 350,000 compounds, 0.28% hits; AID 485290, 2010; note: nearly all actives have a fitted effect of over 40% in size
# Target sequence (Q9NUW8 whole entry, looked up): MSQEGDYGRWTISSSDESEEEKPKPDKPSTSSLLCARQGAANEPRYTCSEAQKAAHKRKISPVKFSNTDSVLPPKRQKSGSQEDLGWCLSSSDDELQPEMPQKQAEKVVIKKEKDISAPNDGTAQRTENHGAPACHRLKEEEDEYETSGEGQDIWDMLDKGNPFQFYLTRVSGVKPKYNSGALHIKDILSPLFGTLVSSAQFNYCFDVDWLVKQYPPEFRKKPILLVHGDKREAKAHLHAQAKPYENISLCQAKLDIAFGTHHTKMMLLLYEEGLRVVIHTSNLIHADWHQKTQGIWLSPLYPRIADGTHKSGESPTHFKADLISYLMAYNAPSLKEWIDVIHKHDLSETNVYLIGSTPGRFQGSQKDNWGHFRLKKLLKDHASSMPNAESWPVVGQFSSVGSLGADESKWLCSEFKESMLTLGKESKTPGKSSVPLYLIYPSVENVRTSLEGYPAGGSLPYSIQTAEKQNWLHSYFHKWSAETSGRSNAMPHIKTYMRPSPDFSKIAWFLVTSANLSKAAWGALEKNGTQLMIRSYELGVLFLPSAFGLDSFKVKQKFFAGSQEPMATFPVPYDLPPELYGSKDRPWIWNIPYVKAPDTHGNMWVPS
#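 Here, a 5' biotin and 3' phosphotyrosine-FITC DNA oligonucleotide reports Tdp1 activity: intact substrate bridges AlphaScreen beads, while cleavage leaves a 3' phosphate and drops signal. All incubations at room temperature.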
# GCN5L2 inh – qHTS Assay for Inhibitors of GCN5L2; Potency, µM (doses to about 58.9 µM), inactives show at the highest dose activity change, negative = inhibition, most hits filed as inhibitors; Histone acetyltransferase KAT2A (Homo sapiens), Q92830; GCN5L2 HAT assay, ThioGlo1 CoA-SH fluorescence; 390,000 compounds, 0.21% hits
#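 Fluorescence readout, Ex340nm/Em540nm: ThioGlo1 (50uM final) reacts with free CoA thiol released as 20nM GCN5L2 acetylates H3(1-25) peptide (75uM) using acetyl-CoA (70uM). Compound and enzyme sat 15 min beforehand; 20 min room-temperature reaction.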
# The depositor's hits bear a star; ? = inconclusive; · = no result given; & = joins results of further samples; [ ] = dose if it differs, or a comment. Calls come from the whole dose curve; as a rule, active = well fitted curve in the direction sought with a large enough effect; inconclusive = small, poorly fitted or top-dose-only effect, or another doubt; inactive = no such curve, though single readings can be large; an effect the other way counts as inactive or inconclusive. % is set by controls: 0 for no effect and ±100 for the full control effect; potency is the fitted concentration of half-maximal effect. Not all compounds are listed; count on the stated rates, not on these rows.
# Values run as follows: DT40 TDP1 no CPT	GCN5L2 inh	TDP1 inh
1. Cc1ccccc1NS(=O)(=O)c1ccc(NC(=O)c2ccco2)cc1
    -22%	-4%	-3%
2. NC(=O)C1CCCN(C(=O)c2ccc(-c3cccc(Cl)c3Cl)o2)C1 (stereo unspecified)
    ?	-3%	-3%
3. O=C(Nc1cccc(C(F)(F)F)c1)C1CCN(S(=O)(=O)c2ccc(N3CCCC3=O)cc2)CC1
    2.1µM*	-5%	2%
4. CCn1ccnc1C(O)c1cccc(OC)c1 (stereo unspecified)
    -8%	-2%	7%
5. COc1ccc(S(=O)(=O)N2CCN(C(=O)c3cc(C)nc4ccccc34)CC2)cc1OC
    10%	-8%	-3%
6. COc1ccc(C)cc1NC(=O)c1ccc2c(Cl)c3c(nc2c1)CCC3
    -18%	2%	1%
7. CCn1c(SCc2ccc(OC)c(F)c2)nc2ccccc2c1=O
    -70%	-5%	?
8. CCc1ccc2nc(N=C(N)N)nc(C)c2c1
    7.3µM*	-4%	2%
9. Fc1ccc(-c2csc3ncnc(Cl)c23)cc1
    ?	-1%	-7%
10. COc1ccccc1CCn1c(=O)c(-c2cn(C)c3ccccc23)nc2cncnc21
    3%	-2%	·
11. Cc1ccc(O)c(C(=O)c2cnn(C(=O)Cc3csc(C)n3)c2)c1
    ?	0%	4%
12. O=C(Nc1ccc(F)cc1)Nc1ccc2c(c1)CCC2
    2%	-1%	0%
13. Cc1cccc(NC(=O)CSCC(=O)N2CCN(Cc3ccc4c(c3)OCO4)CC2)c1
    -21%	-4%	·
14. CCC(=O)NNc1ccc(Br)cc1
    -28%	-4%	7%
15. COc1ccc(NC(=O)CN(c2ccccc2F)S(=O)(=O)c2ccc(C)cc2)cc1
    ?	-6%	·
16. COc1ccc(C)cc1N(C(=O)COc1cccc(F)c1)c1nc2ccccc2s1
    ?	-3%	5%
17. CC(=O)c1ccc(S(=O)(=O)NCc2ccc(C(=O)NCC(c3ccccc3)N(C)C)cc2)cc1 (stereo unspecified)
    -12%	-3%	1%
18. CCCn1c(=O)c(C(=O)Nc2nnc(CC)s2)c(O)c2ccccc21
    ·	-1%	-2%
19. COCCCn1c(SCC(=O)O)nc2cc(OC)c(OC)cc2c1=N
    5%	-5%	-4%
20. CCOc1ccc(C(=O)Nc2ccc(S(=O)(=O)Nc3cc(C)on3)cc2)cc1
    ?	-6%	11%
21. O=C(c1cccc(Cl)c1)N1CCC(=O)N(C(COCc2ccccc2)Cc2ccccc2)CC1 (stereo unspecified)
    ?	-8%	1%
22. Cc1ccc(NC(=O)C(=O)NCCCN2CCCC2=O)cc1
    2%	-5%	·
23. O=c1[nH]c(SCc2ccc(F)cc2Cl)nc2ccccc12
    21µM*	-12%	0%
24. Cc1ccc(NC(=O)CSc2nc(=O)n3cc(C)ccc3n2)c(C)c1
    -16%	-1%	-6%
25. CC1(C)Cc2c(c(-c3ccco3)nc3sc4c(NCCN5CCOCC5)ncnc4c23)CO1
    21µM*	-16%	3%
26. Cc1ccc(C(=O)C(C(=O)/C=C/c2ccccc2)=C2SCCCS2)cc1
    4.6µM*	-14%	8%
27. CCCCCCSc1cc(-c2nc3cnccn3c2NCc2ccccc2)ccc1OC
    ?	?	-8%
28. Cc1ccc(NC(=O)COC(=O)[C@@H]2CCCN2C(=O)c2cccs2)cc1S(=O)(=O)N(C)C
    -20%	-2%	-4%
29. CNC(=O)/C(C#N)=C/c1c(F)cccc1Cl
    9.2µM*	3%	-1%
30. O=C(NCCN1CCCCC1)c1c(O)c2ccccc2[nH]c1=O
    ?	-4%	3%
31. FC(F)(F)c1ccccc1NC(=S)Nn1cnnc1
    -3%	-8%	5%
32. COCCn1c(SCC(=O)c2ccc(OC)cc2)nc2cc(C(=O)NC3CCCC3)ccc2c1=O
    -14%	8%	3%
33. COc1cccc(-c2nc(S(=O)(=O)c3ccccc3)c(N3CCCCC3)o2)c1
    16µM*	-13%	·
34. O=C(CSc1nnc(-c2ccc(Br)cc2)o1)Nc1cccc(C(=O)O)c1
    11%	0%	0%
35. CC(=O)Nc1ccc(S(=O)(=O)N(C)CC(=O)OCC(=O)NCc2ccco2)cc1
    18%	-2%	-10%
36. O=C(Nc1ccccc1C(=O)N1CCNCC1)c1ccco1
    ·	-4%	2%
37. Nc1ccc(S(=O)(=O)Nc2ccccn2)cc1
    10%	0%	5%
38. COc1ccc(OC)c(S(=O)(=O)NCC2CCCO2)c1 (stereo unspecified)
    -4%	-3%	4%
39. O=C(CCNc1cccc(F)c1)c1cccc([N+](=O)[O-])c1
    4.1µM*	-11%	6%
40. O=C1Cc2cc(S(=O)(=O)N3CCN(c4ccccc4)CC3)ccc2N1
    -3%&3%	2%&-3%	2%
41. COc1cc(CNC(C)C)c(Br)cc1OC1CCCC1
    -22%	-2%	6%
42. Cc1noc(C)c1COc1cccc(C(=O)N2CCc3ccccc32)c1
    ?	-11%	5%
43. O=C(NCCc1ccccc1)c1cc(-c2cccc(Cl)c2)on1
    -5%	-9%	2%
44. N[C@](CC1c2ccccc2Oc2ccccc21)(C(=O)O)[C@H]1C[C@@H]1C(=O)O
    -18%	-9%	4%
45. CC(Sc1ncnc2sccc12)C(=O)Nc1ccc(C(N)=O)cc1 (stereo unspecified)
    13%	-13%	0%
46. CCCCc1ccc(C(=O)NC(C(=O)O)C(C)C)cc1 (stereo unspecified)
    -1%	0%	-1%
47. CCOC(=O)c1ccccc1NS(=O)(=O)c1ccccc1F
    ?	-6%	-7%
48. O=C(CCCCCNC(=O)N1CCn2c1nc1ccccc12)N[C@@H](C(=O)O)c1ccccc1
    -5%	-5%	·
49. CCOCCCn1c(SCC(=O)Nc2ccc(NC(C)=O)cc2)nc2ccccc2c1=O
    -6%	-12%	0%
50. Cc1ccc(C)c(C(C)NC(=S)NC2CCCCC2)c1 (stereo unspecified)
    ?	0%	4%
51. COCCn1ccc(O)c(Cc2ccccc2)c1=O
    -19%	1%	2%
52. COc1ccc(NC(=O)Cn2cc(C#N)c3ccccc32)cc1
    8%	0%	-1%
53. CCOC(=O)C1=C(O)C(=O)N(CCCn2ccnc2)C1c1ccc(OC)cc1 (stereo unspecified)
    ·	-13%	8%
54. Cc1onc(-c2c(Cl)cccc2Cl)c1C(=O)NC1C(=O)N2C1SC(C)(C)C2C(=O)O (stereo unspecified)
    9%&-11%	17%&-6%	11%[56.1 µM]
55. Cc1ccc(NC(=O)CSc2nccn2Cc2ccc3c(c2)OCO3)c(C)c1
    -1%	1%	11%
56. CCS(=O)(=O)c1ccc2oc(=O)c(/C=C(\O)c3ccc(Cl)cc3)nc2c1
    -8%	-2%	0%
57. CCC1SC(CC)C(=O)N(CC(=O)NCCc2ccccc2)C1=O (stereo unspecified)
    8%	1%	5%
58. COc1ccc(NC(=O)/C=C/c2ccccc2[N+](=O)[O-])c(OC)c1
    ?	-4%	4%
59. Cc1cc(C(=O)N2CCN(Cc3ccc4c(c3)OCO4)CC2)on1
    -20%	2%	0%
60. CCOC(=O)/C(C#N)=N/Nc1ccc(S(=O)(=O)N2CCc3ccccc32)cc1
    ?	-11%	8%

# Entries of single compounds, quoted from the list. Screens in order: DT40 TDP1 no CPT	GCN5L2 inh	TDP1 inh
# Results for CCOC(=O)C1=C(O)C(=O)N(CCCn2ccnc2)C1c1ccc(OC)cc1 (stereo unspecified) = ·	-13%	8%
# Results for Cc1ccc(C)c(C(C)NC(=S)NC2CCCCC2)c1 (stereo unspecified) = ?	0%	4%
# Results for CCOCCCn1c(SCC(=O)Nc2ccc(NC(C)=O)cc2)nc2ccccc2c1=O = -6%	-12%	0%
# Results for COc1cc(CNC(C)C)c(Br)cc1OC1CCCC1 = -22%	-2%	6%
# Results for CCOC(=O)/C(C#N)=N/Nc1ccc(S(=O)(=O)N2CCc3ccccc32)cc1 = ?	-11%	8%

# (list continues)
# Values run as follows: DT40 TDP1 no CPT	GCN5L2 inh	TDP1 inh
61. N[C@H]1CONC1=O
    14%	-17%	-9%[56.1 µM]
62. Cc1ccc(S(=O)(=O)CCC(=O)OCC(=O)NC(C)c2ccccc2)cc1 (stereo unspecified)
    -25%	3%	1%
63. COc1ccc(CCNC(=O)CCc2c(C)nc3c(c(C)nn3-c3ccc(C)cc3)c2C)c(OC)c1
    ?	0%	-1%
64. Cc1ccc(NC(=O)COC(=O)COc2ccc3ccc(=O)oc3c2)cc1[N+](=O)[O-]
    -7%	5%	0%
65. CC1(C)CC(=O)C2=C(C1)N(c1ccc(F)cc1)C(=O)CC2c1ccsc1 (stereo unspecified)
    -27%	-1%	3%
66. CCOC(=O)C1=C(Cc2ccc(Cl)cc2)C(=O)c2ccccc2C1=O
    4.6µM*	-13%	5%
67. CCc1nc(NCCO)c(C#N)c2c1CSC(C)(C)C2
    ?	-3%	·
68. CCc1cc(-c2n[nH]c(=S)n2N)n(C)n1
    -6%	30%	10%
69. O=c1cc(-c2ccccc2)c2c(O)cc(O)cc2o1
    ?	?	·
70. COc1ccc2c(c1)NC(C)(C)C=C2C
    ?	-8%	3%
71. O=C(CSc1ccccn1)N/N=C/c1c[nH]c2ccccc12
    ?	-7%	0%
72. Cc1cc(C)cc(N2C(=O)CSC2c2ccccn2)c1 (stereo unspecified)
    4%	0%	1%
73. O=C(CCc1c[nH]c2ccccc12)NCC1COc2ccccc2O1 (stereo unspecified)
    -26%	0%	4%
74. O=C(COC(=O)C1CC2C=CC1C2)Nc1cccc(S(=O)(=O)N2CCCCC2)c1 (stereo unspecified)
    ?	-20%	3%
75. O=C(Nc1nc(-c2ccncc2)cs1)C1COc2ccccc2O1 (stereo unspecified)
    ?	?	2%
76. COc1ccc(Cl)cc1NC(=O)c1cc(-c2cc(C)ccc2O)n[nH]1
    ?	-13%	-6%
77. O=C(Nc1ccccc1)c1cccc(S(=O)(=O)NC2CCCC2)c1
    ?	-14%	0%
78. COC(=O)c1ccc2c(c1)NC(=O)c1ccccc1S2
    16%	2%	·
79. COC(=O)c1c(NC(=S)Nc2cc(OC)c(Cl)cc2OC)sc2c1CCCCC2
    -2%	-20%	5%
80. CCc1cccc(CC)c1-n1nnc2c(sc3nc(C)cc(C)c32)c1=O
    ?	-4%	5%
81. Cc1noc(C)c1S(=O)(=O)Nc1ccc2c(c1)CC(=O)N([C@H](C)CO)C[C@H](C)[C@@H](CN(C)CC1CC1)O2
    -11%	-9%	0%
82. CCc1ccccc1NC(=O)CNC(=O)CCc1nc2sc3c(c2c(=O)[nH]1)CCCC3
    1%	-28%	·
83. Cc1cc(C)c(C(=O)CSc2n[nH]c(=O)n2C2CC2)cc1C
    20µM*	-23%	-2%
84. Cc1ccc(C)c(Cn2c3ccccc3c3cnn(CC(=O)NCCCN4CCCCC4)c(=O)c32)c1
    16µM*	-23%	4%
85. COCCOC(=O)C1=C(C)NC(=O)NC1c1cccc2ccccc12 (stereo unspecified)
    ?	0%	3%
86. O=C(Nc1cc(Cl)ccc1Cl)c1noc2c1CCCC2
    -10%	-4%	·
87. O=C(CC1CCCC1)NCCc1cn2ccccc2n1
    9%	-15%	4%
88. O=C(COc1ncnc2c(Cl)cc(Cl)cc12)NCCC1=CCCCC1
    -16%	-3%[0.501 µM]	2%
89. Cc1cc(C)cc(N(CC(=O)NC(C)(C)C)C(=O)CNC(=O)c2cccs2)c1
    -1%	-7%	6%
90. CCOc1ccccc1C(=O)NCC(=O)Nc1ccc(-c2ccccc2)cc1
    ?	-4%	6%
91. Cc1ccc(S(=O)(=O)NCCC(=O)O)cc1
    4%	0%	-3%
92. Cc1cc(C)n(-c2nc(SCCN(C)C)c3c4c(sc3n2)COC(C)(C)C4)n1
    18µM*	?	2%
93. O=C(COc1ccc(N2C(=O)c3ccccc3C2=O)cc1)c1ccccc1
    -1%	0%	-2%
94. CCCCCn1c(-c2ccc(OC)c(OC)c2)nc2ccccc21
    7.3µM*	-8%	3%
95. COC(=O)c1c(C)cc(OC(C)=O)c(C)c1OC(C)=O
    -20%	-4%	-1%
96. CC#CC(=O)N1CCC(CCc2ccccc2)(C(=O)OCC)CC1
    6%	1%	·
97. C=CCOc1ccc2ccccc2c1CNn1c(C)n[nH]c1=S
    ?	-10%	·
98. COc1ccc(OC)c(-n2nnnc2SCC(=O)O)c1
    -15%	0%	1%
99. Cc1ccccc1C(=O)c1cccn1CC(=O)NCc1ccccc1
    -7%&-8%	-1%&-4%	-8%&0%
100. O=C(Nc1cccc(-c2nn[nH]n2)c1)c1csc2c1CCCC2
    -7%	-5%	3%

# Random excerpt: two compounds from above
# Values run as follows: DT40 TDP1 no CPT	GCN5L2 inh	TDP1 inh
97. C=CCOc1ccc2ccccc2c1CNn1c(C)n[nH]c1=S
    ?	-10%	·
91. Cc1ccc(S(=O)(=O)NCCC(=O)O)cc1
    4%	0%	-3%
